From PubChem
GPR151 activ: activators of human GPR151; Q8TDV0; PathHunter beta-arrestin GPR151 cells, luminescence; activation, % at 11.2 µM; hit rate 1% among 650,000; AID 1508602; in the data active means activation above about 4.9%;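 further: 0% = median of compound wells and 100% = cells with positive control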
Target sequence (Q8TDV0 whole entry, looked up): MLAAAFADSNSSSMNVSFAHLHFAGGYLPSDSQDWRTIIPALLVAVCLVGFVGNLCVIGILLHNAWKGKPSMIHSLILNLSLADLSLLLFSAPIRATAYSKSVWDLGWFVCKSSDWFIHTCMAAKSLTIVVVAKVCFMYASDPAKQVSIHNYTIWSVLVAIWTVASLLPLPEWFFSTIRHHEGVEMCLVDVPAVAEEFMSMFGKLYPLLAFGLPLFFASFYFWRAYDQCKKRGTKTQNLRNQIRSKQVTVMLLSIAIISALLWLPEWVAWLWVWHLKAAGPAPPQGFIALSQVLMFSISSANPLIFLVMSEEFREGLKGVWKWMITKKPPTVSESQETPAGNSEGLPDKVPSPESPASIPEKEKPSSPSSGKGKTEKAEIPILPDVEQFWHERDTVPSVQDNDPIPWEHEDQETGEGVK
MITF primary: human MITF inhibition, primary screen; O75030; AlphaScreen MITF homodimerization, bead proximity signal; inhibition, % at 2.6 µM; hit rate 0.91% among 650,000; in the data active means inhibition above about 50%;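 further: 0% = vehicle wells with protein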
Target sequence (O75030 whole entry, looked up): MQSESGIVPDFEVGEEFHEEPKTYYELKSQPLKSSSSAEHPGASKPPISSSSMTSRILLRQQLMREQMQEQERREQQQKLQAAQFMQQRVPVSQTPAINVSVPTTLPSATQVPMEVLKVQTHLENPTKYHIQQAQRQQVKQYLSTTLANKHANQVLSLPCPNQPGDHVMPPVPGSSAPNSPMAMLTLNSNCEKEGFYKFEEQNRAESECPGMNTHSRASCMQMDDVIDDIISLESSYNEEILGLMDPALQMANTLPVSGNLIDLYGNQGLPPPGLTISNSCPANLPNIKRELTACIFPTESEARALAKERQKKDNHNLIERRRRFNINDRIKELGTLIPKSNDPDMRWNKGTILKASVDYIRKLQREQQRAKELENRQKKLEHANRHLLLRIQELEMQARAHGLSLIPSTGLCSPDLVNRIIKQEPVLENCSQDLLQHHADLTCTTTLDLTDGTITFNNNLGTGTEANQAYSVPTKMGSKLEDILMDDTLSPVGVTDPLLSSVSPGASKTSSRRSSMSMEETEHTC
FBW7 act: human FBW7 E3 ligase activation, primary screen. hit rate 0.13% among 650,000. AID 1259310. Q969H0. normalized activity (activation), % at 26.1 µM. AlphaScreen FBW7–phospho-cyclin E peptide binding, activator screen; in the data active means normalized activity above about 1.9%;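 further: purified mutant Fbw7 with reduced substrate affinity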
TEAD-YAP inh: TEAD-YAP interaction inhibition. HEK-TIYL cells, TEAD-Gal4/YAP UAS-luciferase luminescence. inhibition, % at 9.12 µM. hit rate 1.4% among 640,000. AID 1259422; in the data active means inhibition above about 32%;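 further: 0% = median of test compound wells and 100% = reference inhibitor wells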
* hit, by the source's call; nt = not tested or not shown.

Sequence of screens: FBW7 act	MITF primary	GPR151 activ	TEAD-YAP inh
> Cc1ccc(C(C)C)c(OCC(=O)NNC(=O)Cn2[nH]c(=O)c3ccccc3c2=O)c1
 : 0.0	-13	3.6	4
> O=C(Nc1ccc2c(c1)OCO2)C(Cl)Cl
 : -0.1	2	0.4	14
> CCOc1ccc(OCCC(=O)Nc2ccc(F)cc2C)cc1
 : 0.6	4	1.1	3
> O=c1oc2cc(O)ccc2cc1S(=O)(=O)c1ccc(F)c(Cl)c1
 : 0.1	4	2.5	-1
> CCN1CCN(CC(O)COc2ccc(Cl)cc2Cl)CC1 (centres undefined)
 : 0.1	1	-0.2	-5
> Cc1ccc(SCCNC(=O)CN(c2ccccc2C)S(C)(=O)=O)cc1
 : 0.0	8	-1.0	0
> Cc1cccc(OCCNCCO)c1C
 : -0.1	34	0.8	-4
> CCN(CC)c1nc2c(c(=O)[nH]c(=O)n2C)n1CC
 : 0.0	1	0.8	-12
> O=S(=O)(c1ccc(-c2csc(=Nc3ccc(F)cc3)n2Cc2ccco2)cc1)N1CCCC1
 : -0.1	7	-0.6	22
> O=C(CSc1nc2ccccc2c(=O)[nH]1)Nc1ccc2[nH]c(=O)[nH]c2c1
 : -0.2	2	-0.5	-7
> COC(=O)C1=CN(Cc2ccc(OC)c(OC)c2)C=C(C(=O)OC)C1c1ccccc1OC(C)C
 : 0.1	-24	0.3	1
> COc1cc(/C=N/NC(=O)COc2ccc(C)c(C)c2)ccc1O
 : 0.0	16	-0.7	1
> Cc1ccc(NC(=O)COc2ccc(C=O)cc2)cc1
 : 0.4	-13	0.3	-26
> CCOC(=O)C1CCN(C(=O)c2cc3nc(-c4ccco4)cc(C(F)(F)F)n3n2)CC1
 : 0.4	-8	-1.2	-12
> Cc1oc2cc(OC(=O)C(C)(C)C)ccc2c(=O)c1-c1nc2ccccc2s1
 : 0.0	13	0.5	-22
> Cn1cc(SCC(=O)N2CCc3ccccc32)c2ccccc21
 : -0.1	12	2.2	-34
> Cc1ccc(C(=O)Nc2ccc(-c3nc4ccccc4o3)cc2)cc1Cl
 : 0.1	25	-0.7	10
> Cc1nc2ccccc2n1CCc1nc2c3ccccc3nc(NCc3ccccn3)n2n1
 : 0.1	40	0.2	-2
> COc1cc(C=Nc2ccc(NC(C)=O)cc2)ccc1O
 : 0.6	7	-0.7	-4
> NS(=O)(=O)c1ccc(NC(=O)CCCOc2ccccc2)cc1
 : -0.1	-9	0.6	0
> Cc1csc(NC(=O)/C=C/c2ccc(C(C)(C)C)cc2)n1
 : 0.3	16	0.7	11
> COc1ccc(-n2nc(C(=O)NCC(=O)N(C)CCc3ccccn3)c3ccccc3c2=O)cc1OC
 : -0.3	-6	-0.2	26
> Cc1ccc(N(C(=O)c2cc3ccccc3oc2=O)C2C=CS(=O)(=O)C2)cc1C (centres undefined)
 : -0.1	-11	1.3	-2
> COCCNC(=O)CN(c1cc(C(F)(F)F)ccc1Cl)S(=O)(=O)c1ccccc1
 : -0.1	5	3.0	-6
> CCOC(=O)c1[nH]nc2c1CC/C2=C/c1ccccc1
 : 0.0	3	-3.6	-38
> O=C1C2ON(c3ccc(Cl)cc3)C(c3ccc(F)cc3)C2C(=O)N1Cc1ccccc1 (centres undefined)
 : -0.1	6	-0.9	-3
> COc1ccc(/C=N/NC(=O)c2cccnc2)cc1Br
 : -0.1	16	0.0	-14
> CCOC(=O)c1[nH]c(C)c(C(=O)Nc2cc(Cl)ccc2C)c1C
 : -0.3	-10	-0.3	47*
> CCOC(=O)C(C)n1cnc2c(nnn2-c2ccc(C)cc2)c1=O (centres undefined)
 : 0.0	-4	0.0	-25
> O=c1cc(-c2ccccc2Cl)oc2ccc(Cl)cc12
 : 0.0	8	0.0	-38
> Cn1cc(SC(=N)N)c2ccccc21
 : 0.0	9	1.1	2
> Cc1cccc(NC(=O)/C=C/c2cccc([N+](=O)[O-])c2)n1
 : -0.2	5	0.8	-27
> CCSc1ccc(C(=O)Nc2ccccc2-c2nc3ccccc3[nH]2)cc1
 : 0.0	-6	2.7	-3
> CN(C)c1ccc(/C=C2/C(=O)NN(c3ccc(I)cc3)C2=O)cc1
 : 0.0	9	0.3	5
> C/C(CC(=O)Nc1ccccc1F)=N\NC(=O)C12CC3CC(CC(C3)C1)C2
 : 0.0	-13	-0.3	-41
> CCc1ccc(C(C)NC(=O)c2cc(C)oc2C)cc1 (centres undefined)
 : -0.1	1	1.3	9
> Cn1nc(-c2ccccc2)cc1C(=O)NC1CCCc2ccccc21 (centres undefined)
 : 0.2	12	1.7	-1
> COc1cccc(-c2cc3nc(C)c(Cl)c(=O)n3[nH]2)c1
 : -0.1	-21	-2.6	3
> COc1ccccc1Nc1nc2cc(C)ccc2cc1C
 : 0.2	0	1.9	-19
> COc1ccc(/C=C2\SC(N)=NC2=O)cc1Cl
 : 0.0	1	0.7	-8
> Cc1ccc(NC(=O)Cn2nnc(-c3ccccc3C)n2)cc1
 : 0.1	2	0.2	7
> Cc1ccc(-c2nc(N3CCN(c4ccccn4)CC3)c3ccccc3n2)cc1
 : -0.1	-1	-0.5	6
> CCC(C)NS(=O)(=O)c1cc(OC)ccc1OC (centres undefined)
 : -0.2	-5	0.6	1
> COc1cccc(-n2c(=S)sc3c(=O)n(-c4ccccc4)c(SCC(=O)Nc4ccc(N(C)C)cc4)nc32)c1
 : 0.0	27	0.7	8
> Cc1cccc(C(=O)OCCN(C)C(C)(C)C)c1
 : 0.1	-7	0.2	0
> CC(=O)c1cccc(NC(=O)CC(NC(N)=O)c2ccc(Cl)cc2)c1 (centres undefined)
 : -0.1	-3	1.7	-1
> COc1ccc(/C=N/NC(=O)c2cc(-c3cccc(OC)c3)n[nH]2)cc1
 : 0.3	8	1.5	-4
> CCN(Cc1nc2cc(OC)c(OC)cc2c(=O)[nH]1)S(=O)(=O)c1ccc(OC)cc1
 : 0.1	-11	1.4	5
> N#Cc1ccccc1NC(=O)c1ccccc1Br
 : 0.2	14	0.2	-19
> O=C(NCc1nnc(SCC(=O)N2N=C(c3cccs3)CC2c2ccc(F)cc2)n1-c1ccc([N+](=O)[O-])cc1)c1ccco1 (centres undefined)
 : 0.2	15	-1.1	13

(continued)
Sequence of screens: FBW7 act	MITF primary	GPR151 activ	TEAD-YAP inh
> CC(=O)N(CCC(Cc1ccccc1)c1ccco1)Cc1ccco1 (centres undefined)
 : -0.1	2	-0.3	-10
> COc1cccc(C(=O)/C=C\Nc2ccc(Br)cc2)c1
 : 0.0	-14	-8.7	54*
> Cc1cccnc1NC(=O)C1CCCN(c2ccc(-n3ccnc3)nn2)C1 (centres undefined)
 : 0.2	15	-1.6	-4
> O=C(Cc1ccc(N2CCC(NCc3cccc(Cl)c3)CC2)cc1)N1CCC(O)CC1
 : -0.1	15	-1.4	5
> Cc1ccc2nc(-c3ccc(Br)cc3)cc(C(=O)N3CCOCC3)c2c1
 : 0.2	-15	-0.8	-2
> CC1CCC(NC(=O)C2(C)CCC(=O)N2Cc2cccnc2)CC1 (centres undefined)
 : 0.0	-13	0.6	-1
> Nc1nc2nc(-c3cccs3)cc(C(F)(F)F)c2s1
 : 0.1	15	0.8	0
> CCOc1ccc(CCNS(=O)(=O)c2ccc3c(c2)CCN3C(C)=O)cc1OCC
 : -0.2	8	-0.3	23
> COc1cc(C)c(C)cc1S(=O)(=O)Nc1ccc(N2CCCC2=O)c(C)c1
 : -0.2	-5	-0.4	4
> CCN(C)c1ccc(/C=C2/C(=O)NN(c3ccc(I)cc3)C2=O)cc1
 : 0.1	-1	-0.6	3
> CCCCOC(=O)c1cc2c(cn1)[nH]c1ccccc12
 : 0.1	0	4.3	nt
> CC1CN(CCC(=O)N2CCCN(Cc3cccs3)CC2)Cc2ccccc2O1 (centres undefined)
 : -0.1	13	1.1	6
> Cc1c(C(=O)N2CCN(CCO)CC2)cnn1-c1nccc(-c2cc3ccccc3o2)n1
 : 0.0	11	0.6	-6
> CCOC(=O)c1cc2c(=O)n3ccccc3nc2n(C)c1=NC(=O)c1ccc(OC)cc1
 : 0.0	-6	-0.9	0
> O=C1CSC(c2ccc(Cl)cc2Cl)N1c1ccc(Br)cn1 (centres undefined)
 : 0.0	17	4.2	13
> CCC(=O)NNc1ccc([N+](=O)[O-])cc1
 : 0.9	1	-0.7	11
> COc1c(C)cc(Br)cc1C(=O)NCc1cccnc1
 : 0.6	4	-0.4	-4
> COc1ccc(/C=C(\NC(=O)c2ccco2)C(=O)O)cc1
 : 0.0	0	-0.5	10
> COc1ccccc1CCc1nnc(CCC(=O)NCCc2cn3ccccc3n2)o1
 : 0.0	9	0.6	4
> COc1ccc(Cn2nnnc2C(C(C)C)N2CCN(Cc3ccncc3)CC2)cc1 (centres undefined)
 : -0.1	-3	-0.4	-10
> COc1ccc(S(=O)(=O)N2CCC(C(=O)Nc3cccc(OC)c3)CC2)cc1
 : 0.0	-19	-1.4	0
> Cc1cnc(-c2ccc(N3CCOCC3)nc2)nc1Nc1ccccc1
 : 0.0	8	-1.0	13
> Cc1ncc(CN2CCCC(CNC(=O)c3ccc(-c4ccccc4)cc3)C2)s1 (centres undefined)
 : 0.3	9	2.7	9
> Cc1nc(N2CCC(NCC(F)(F)F)CC2)nc2cc3c(cc12)CCC3
 : 1.0	-37	0.0	-15
> O=C1C=C/C(=N/S(=O)(=O)c2ccc(Cl)cc2)C=C1Br
 : -0.2	22	-1.1	-3
> O=C(Cn1c(=O)[nH]c2ccccc2c1=O)N1CCN(c2ccccn2)CC1
 : 0.0	5	-1.8	-5
> O=C(CCOc1ccccc1)Nc1ccccc1
 : -0.1	2	-1.0	-45
> CN(C)c1cccc(Nc2nc(C(=O)NC3CCN(Cc4ccccc4)CC3)cs2)c1
 : -0.2	58*	-0.7	-11
> O=c1oc(-c2cncc(Br)c2)nc2ccccc12
 : 0.0	9	-1.6	2
> CNc1ccccc1-c1nc2cc3ccccc3cc2n(C)c1=O
 : 0.7	9	-1.1	-1

3 entries from above, ordered by molar mass, rising:
Sequence of screens: FBW7 act	MITF primary	GPR151 activ	TEAD-YAP inh
> Cc1cccc(NC(=O)/C=C/c2cccc([N+](=O)[O-])c2)n1
 : -0.2	5	0.8	-27
> Cc1ccc2nc(-c3ccc(Br)cc3)cc(C(=O)N3CCOCC3)c2c1
 : 0.2	-15	-0.8	-2
> Cc1nc2ccccc2n1CCc1nc2c3ccccc3nc(NCc3ccccn3)n2n1
 : 0.1	40	0.2	-2

Remaining list, next part
Sequence of screens: FBW7 act	MITF primary	GPR151 activ	TEAD-YAP inh
> CNS(=O)(=O)c1ccc(C)c(N(C)S(=O)(=O)c2ccc(C)cc2)c1C
 : -0.1	10	2.2	5
> COc1ccc(OC)c(C(=O)COC(=O)Cc2ccsc2)c1
 : 0.0	-24	1.2	8
> COc1ccc(CNC(=O)C(=O)NN=C2CCC(C(C)(C)C)CC2)cc1 (centres undefined)
 : 0.7	18	-1.7	3
> CCOc1ccc(CN=c2c([N+](=O)[O-])nn(-c3ccccc3)n2O)cc1OC
 : -0.2	-7	0.1	-2
> CCCNc1cc(-c2c(C)noc2C)ncn1
 : 0.0	7	0.1	7
> CC(C)(C)C1CCc2c(nc(SCC(=O)c3ccc(F)cc3)c(C#N)c2-c2cccs2)C1 (centres undefined)
 : 0.0	10	-0.7	7
> COc1ccc(NC(=O)CCN(CCO)Cc2ccccc2)cc1
 : 0.9	31	0.2	13
> CCOC(=O)Cc1ccc(N(Cc2ccc(Cl)cc2)S(=O)(=O)c2c(C)cc(C)cc2C)cc1
 : 0.1	-6	0.5	-1
> COc1cc(OC)nc(CCC(=O)NCc2cccc(C(F)(F)F)c2)n1
 : 0.3	2	0.2	-2
> CC(C)NC(=O)c1ccc(C(C)C)cc1
 : -0.1	4	-0.5	-21

Structural class, the compounds so far with a cyano group
Sequence of screens: FBW7 act	MITF primary	GPR151 activ	TEAD-YAP inh
> N#Cc1ccccc1NC(=O)c1ccccc1Br
 : 0.2	14	0.2	-19
> CC(C)(C)C1CCc2c(nc(SCC(=O)c3ccc(F)cc3)c(C#N)c2-c2cccs2)C1 (centres undefined)
 : 0.0	10	-0.7	7

Continued.
Sequence of screens: FBW7 act	MITF primary	GPR151 activ	TEAD-YAP inh
> COc1ccc(/C=C2\C(=O)N(c3ccccc3)N=C2c2ccc(OC)cc2)cc1
 : -0.1	12	-1.5	-2
> COCCOC(=O)C1=C(C)NC2=C(C(=O)CC(C)(C)C2)C1c1ccccc1Cl (centres undefined)
 : -0.2	7	-1.0	8
> Cc1ccc(CN2CCc3nnc(C(C)NC(=O)COc4ccccc4)n3CC2)s1 (centres undefined)
 : -0.1	0	-0.1	5
> COCCCNC(=O)CC(NS(=O)(=O)c1ccc(OC)cc1)C(C)C (centres undefined)
 : -0.1	5	-0.8	-4
> O=C(O)COc1ccc(N2C(=O)c3ccc(Oc4ccc([N+](=O)[O-])cc4)cc3C2=O)cc1
 : 0.0	-22	1.6	5
> CN(C(=O)COC(=O)c1ccc(Cl)c(N)c1)C1CCCCC1
 : 0.0	1	2.3	-24
> CCN(CC)C(=O)C(=O)Nc1ccc(OC)cc1OC
 : -0.2	-18	0.4	6
> COc1ccc(S(=O)(=O)Nc2ccc(-c3nc4cccnc4s3)cc2C)cc1
 : 0.6	8	-0.4	-8
> COc1cc(C(=O)OCC(=O)NC(N)=O)ccc1OCc1ccc(Cl)cc1
 : 0.2	11	0.9	0
> Cc1ccc(F)c(CN[C@H]2C[C@H]3C(=O)N[C@H](C)C(=O)N3C2)c1
 : 0.1	1	-0.7	-3
> CCOc1cc(/C=N/NC(=O)c2cccc(F)c2)cc(Cl)c1O
 : 0.1	4	1.7	-24
> CCN(CC)c1ccc(C(=O)NNC(=O)Nc2ccccc2C(F)(F)F)cc1
 : 0.8	10	-1.7	15
> CCn1c(C2=C(O)Cn3c2nc(=O)c2ccccc23)nc2ccccc21
 : -0.2	12	-0.7	-6
